Screening results from PubChem.
Phagocyt inh: inhibitors of macrophage phagocytosis, primary screen, imaging, J774A.1 cells, IgG beads. J774A.1 macrophage IgG-bead phagocytosis. inhibition, % at 5 µM. 110,000 tested, 0.07% active;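 active = inhibition above the mean of the plate negative controls plus 5 SD, cut at about 13% in these data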;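 also: phagocytic index as fraction of beads internalized from green versus red external bead signal; plate controls were DMSO negative control for no effect and cytochalasin-D positive control for full effect; some results beyond the cut were filed as inactive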
GALR2 blocker: GALR2 antagonists in receptor-expressing cells, primary screen; antagonist mode; inhibition, % at 4 µM; 140,000 tested, 0.39% active; AID 828, 2007; in the data active = inhibition above about 27%;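 also: cells stimulated with galanin 1-16 at roughly its EC80; 0% = agonist challenge control and 100% = basal control without agonist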
Target sequence (O43603 whole entry, looked up): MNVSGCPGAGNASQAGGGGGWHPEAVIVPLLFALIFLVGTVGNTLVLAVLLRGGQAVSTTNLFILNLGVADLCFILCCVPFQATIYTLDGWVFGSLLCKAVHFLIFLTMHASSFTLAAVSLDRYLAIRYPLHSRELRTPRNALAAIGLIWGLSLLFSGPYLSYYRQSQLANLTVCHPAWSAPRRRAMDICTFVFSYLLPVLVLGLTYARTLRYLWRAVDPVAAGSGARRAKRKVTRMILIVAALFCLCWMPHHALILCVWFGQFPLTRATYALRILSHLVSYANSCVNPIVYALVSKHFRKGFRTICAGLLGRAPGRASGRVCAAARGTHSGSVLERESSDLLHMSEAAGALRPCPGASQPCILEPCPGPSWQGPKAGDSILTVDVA
NPY-Y2 antag: NPY-Y2 receptor antagonists, primary screen, cell-based. Neuropeptide Y receptor type 2 (Homo sapiens), P49146. NPY-Y2 expressing cells, antagonist mode. inhibition, % at 2.7 µM. 140,000 tested, 0.99% active; in the data active = inhibition above about 17%;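 also: 0% = vehicle with agonist challenge and 100% = reference antagonist with challenge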
Target sequence (P49146 whole entry, looked up): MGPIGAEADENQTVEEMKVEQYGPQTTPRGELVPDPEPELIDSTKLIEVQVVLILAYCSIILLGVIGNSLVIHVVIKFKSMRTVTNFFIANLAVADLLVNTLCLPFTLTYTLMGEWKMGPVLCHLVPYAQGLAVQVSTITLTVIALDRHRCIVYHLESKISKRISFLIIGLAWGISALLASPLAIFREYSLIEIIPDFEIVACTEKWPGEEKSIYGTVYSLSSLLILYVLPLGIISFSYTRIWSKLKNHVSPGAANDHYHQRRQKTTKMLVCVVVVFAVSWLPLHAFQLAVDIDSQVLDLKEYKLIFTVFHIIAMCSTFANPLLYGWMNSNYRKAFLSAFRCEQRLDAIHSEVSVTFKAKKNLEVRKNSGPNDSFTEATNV
bCat KO growth: primary screen for growth suppressors in beta-catenin knockout HCT116 cells (colon tumor, human). 140,000 tested, 1.5% active. viability, % at 10 µM. HCT116 beta-catenin knockout viability, CellTiter-Glo, 60 h; hits give low values;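 active = viability at or under a set limit, the compound median less 4 SD, cut at about 6% in these data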;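 also: 0% = Hyamine 1622 control at 20 µM and 100% = untreated cell control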
PTEN del growth: growth suppression of PTEN-null HCT116, primary screen, cell-based, CellTiter-Glo | HCT116 PTEN-null viability, 60 h; hits give low values | viability, % at 10 µM | 140,000 tested, 1.2% active | AID 827, 2007;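 active = viability at or below a set limit, 4 SD under the median of all tested compounds, cut at about 3.7% in these data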;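 also: PTEN knockout HCT116 line with beta catenin targeted HCT116 as companion control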
E-sel TNF inh: E-selectin induction blockers in HUVEC – imaging, immunofluorescence, high content, primary screen | HUVEC TNFa-induced E-selectin immunofluorescence | inhibition, % at 2 µM | 120,000 tested, 0.71% active | AID 1246, 2008;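 active = inhibition above the batch mean plus 3 SD, and confirmed as a hit on visual image review, cut at about 43% in these data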;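 also: 0% = TNF-stimulated DMSO wells and 100% = unstimulated control wells; not every result past the cut was called active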
MRP-1 activ: H69AR viability gain despite doxorubicin, primary screen, MRP-1 activator project, H69AR cells, CellTiter-Glo; 140,000 tested, 0.61% active; viability rescue; viability increase, % at 10 µM;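 active = viability gain under doxorubicin at or above a set limit, the compound median plus 3 SD, cut at about 4.7% in these data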;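 also: MRP-1 overexpressing cells given doxorubicin 25 µM after compound pretreatment; 18-22 h compound pretreatment then 72 h with doxorubicin before readout; 0% = doxorubicin-only wells and 100% = vehicle-treated cells without doxorubicin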
Yeast growth inh: growth inhibitors of yeast BB579 in restrictive medium, primary screen, yeast lifespan-shortening project, S. cerevisiae; OD615, 48 h; inhibition, % at 10 µM; 140,000 tested, 0.51% active;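 active = inhibition above a set limit, 3 SD over the mean compound inhibition, cut at about 44% in these data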; also: inactives centre near -24
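test system = yeast BB579 (DeaD) | buffer or medium = restrictive CSMM-D medium | doses = single compound dose of 10 µM, 0.25% DMSO final | times = 4 h preincubation and 48 h exposure at 30 °C | technique = culture absorbance at 615 nm | benchmarks = amphotericin B 10 µg/mL, positive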
Measles CPE: compounds protecting cells from measles virus cytopathic effect, primary screen, measles RdRp inhibitor project, single point, MLSMR library, absorbance; AID 841, 2007; 140,000 tested, 1.5% active; protection (pct of control), % at 4 µM; Measles virus-infected cells, CPE protection; in the data active = protection mostly above about 24%, no sharp cut-off; inactive = mostly below about 26%; also: some compounds called inactive have numbers as strong as hits
Yeast lifespan up: compounds extending yeast replicative lifespan, primary screen, S. cerevisiae, OD615; S. cerevisiae growth with nicotinamide; deaD strain in restrictive glucose medium; inhibition of the nicotinamide effect, % at 10 µM; 130,000 tested, 0.68% active; AID 775, 2007;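 active = inhibition above a set limit, placed 3 SD over the median of all compounds, cut at about 26% in these data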;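 also: 0% = nicotinamide-treated wells and 100% = cells grown without nicotinamide; some compounds called inactive have numbers as strong as hits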
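assay system = DeaD-strain S. cerevisiae | buffer or medium = restrictive glucose medium | reagent = 1.5 mM nicotinamide | compound = 10 µM single point, 0.25% DMSO | incubation = 48 h compound exposure at 30 °C, humidified | signal = OD615 measurement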
* = called active by the depositor; . = no result given.

SMILES | Phagocyt inh | GALR2 blocker | NPY-Y2 antag | bCat KO growth | PTEN del growth | E-sel TNF inh | MRP-1 activ | Yeast growth inh | Measles CPE | Yeast lifespan up
COC(=O)c1[nH]c2ccc(Cl)cc2c1NC(=O)CCN1CCN(C2CCCCC2)CC1 | 0 | 1 | 2 | 102 | 102 | 8 | -3.8 | -4 | 5 | -18
COc1ccc(F)cc1S(=O)(=O)Nc1ccc2c(c1)OCCO2 | 0 | 13 | 0 | 76 | 84 | 3 | -0.8 | -29 | 18 | -7
CCCCc1cc(=O)oc2cc(OCc3cc(OC)c(OC)c(OC)c3)c(Cl)cc12 | 0 | -3 | 5 | 83 | 86 | -64 | -2.6 | -48 | 3 | -10
COc1ccccc1N=c1oc2cc(O)ccc2cc1C(=O)NCC1CCCO1 (stereo not given) | . | -15 | 21* | 75 | 76 | 42 | -1.2 | -36 | 25 | -10
C/C(N)=C(/C#N)C(=O)COC(=O)CC12CC3CC(CC(C3)C1)C2 | . | -12 | -2 | 71 | 79 | 9 | -2.9 | -26 | 18 | 5
Cc1ccc(-n2c(=O)[nH]cc(C(=O)N3CCc4ccccc43)c2=O)cc1C | 0 | 11 | 1 | 91 | 72 | 6 | -0.7 | 9 | 8 | 4
O=C(NCc1ccco1)C(=O)NCC1OCCN1S(=O)(=O)c1ccccc1 (stereo not given) | . | -1 | 1 | 84 | 89 | -11 | -2.2 | -25 | 10 | 0
CN(C)c1ccc(C(=O)c2ccc(N(C)C)c(N)c2)cc1N | 0 | 8 | 1 | 78 | 87 | -33 | -0.8 | -37 | 1 | -8
COC(=O)c1ccc(Cl)c(NS(=O)(=O)c2ccc3c(c2)OCCO3)c1 | -1 | -6 | 6 | 39 | 34 | -10 | -2.2 | -21 | -1 | 0
Cc1cc(=O)n2nc(N3CCCC(C(=O)NCc4ccc5c(c4)OCO5)C3)sc2n1 (stereo not given) | -3 | 8 | 6 | 103 | 104 | -35 | -0.8 | -53 | 0 | 0
C(=N\NC(=Nc1ccccc1)c1ccccn1)/c1ccccn1 | -6 | 1 | 1 | 27 | 54 | -3 | 0.9 | 5 | 6 | -1
N/C(Cc1ccc(Cl)cc1)=N\OC(=O)c1cccc2ccccc12 | 2 | -8 | 4 | 39 | 41 | -6 | -5.8 | 99* | 2 | -11

Three entries already listed, ordered by molecular weight, low to high:
SMILES | Phagocyt inh | GALR2 blocker | NPY-Y2 antag | bCat KO growth | PTEN del growth | E-sel TNF inh | MRP-1 activ | Yeast growth inh | Measles CPE | Yeast lifespan up
CN(C)c1ccc(C(=O)c2ccc(N(C)C)c(N)c2)cc1N | 0 | 8 | 1 | 78 | 87 | -33 | -0.8 | -37 | 1 | -8
COc1ccccc1N=c1oc2cc(O)ccc2cc1C(=O)NCC1CCCO1 (stereo not given) | . | -15 | 21* | 75 | 76 | 42 | -1.2 | -36 | 25 | -10
COC(=O)c1[nH]c2ccc(Cl)cc2c1NC(=O)CCN1CCN(C2CCCCC2)CC1 | 0 | 1 | 2 | 102 | 102 | 8 | -3.8 | -4 | 5 | -18

New compounds follow:
SMILES | Phagocyt inh | GALR2 blocker | NPY-Y2 antag | bCat KO growth | PTEN del growth | E-sel TNF inh | MRP-1 activ | Yeast growth inh | Measles CPE | Yeast lifespan up
COCCCNC(=S)N(Cc1ccccc1)Cc1nc2ccccc2c(=O)[nH]1 | -13 | -1 | 1 | 86 | 87 | 10 | -1.6 | -18 | 6 | 1
Brc1cc2c(cc1COc1ccc(-c3nn[nH]n3)cc1)OCO2 | . | 3 | 2 | 89 | 88 | 11 | 5.0* | -31 | 17 | -7
O=C(COC(=O)/C=C/c1ccc(F)cc1)Nc1cc(C(F)(F)F)ccc1N1CCOCC1 | -8 | 1 | 14 | 88 | 89 | -17 | -3.2 | -6 | 3 | -4
NS(=O)(=O)c1ccc(NC(=S)N2CCN(c3ccccc3Cl)CC2)cc1 | -4 | 7 | -1 | 89 | 82 | . | 1.6 | -7 | 29 | 5
CCOC(=O)N1CCN(c2c(N3CCN(c4ccccn4)CC3)c(=O)c2=O)CC1 | -1 | -2 | 0 | 94 | 94 | -8 | -4.3 | -17 | 6 | 0
c1ccc(SCCOCCn2cncn2)cc1 | 1 | -9 | 0 | 104 | 89 | . | -2.2 | -3 | 30 | -1
CC1CCCN(S(=O)(=O)c2ccc(Br)s2)C1 (stereo not given) | -3 | -3 | 7 | 88 | 86 | -6 | -0.6 | -18 | 3 | 6
Cc1ccc(NC(=O)C2=C(O)c3ccccc3N(C)S2(=O)=O)cc1 | 0 | 23 | -3 | 93 | 78 | . | -0.8 | -27 | 3 | -5
Cc1ccc(-n2c(O)c(/C=C3/C(c4ccccc4)=Nc4ccccc43)c(=O)[nH]c2=O)cc1 | -2 | 11 | 5 | 10 | 8 | . | -4.6 | -28 | 3 | -5
CNc1ccc(Br)cc(C(=O)/C=C/c2ccc(OC)cc2OC)c1=O | 2 | 8 | 1 | 57 | 62 | . | -4.6 | -46 | 16 | -3
Cn1c(=O)c2c(ncn2CC(=O)N/N=C/c2ccco2)n(C)c1=O | -5 | 6 | 2 | 97 | 114 | . | 0.1 | -16 | 4 | 1
S=C(NCc1ccccn1)Nc1ccc(Cl)c(Cl)c1 | -1 | 1 | -1 | 77 | 70 | -13 | -1.6 | -23 | 3 | -9
CCCCn1c(=O)n(CC(=O)Nc2c(CC)cccc2CC)c(=O)c2c1nc(CO)n2CCC | 0 | -7 | 6 | 92 | 84 | . | -1.9 | -31 | 25 | -5
CN(CC(=O)NCc1ccc(Cl)cc1)S(=O)(=O)c1cccc2nsnc12 | 2 | -13 | -2 | 99 | 94 | . | -0.1 | -16 | 27 | -8
COc1ccc(NC(=S)N/N=C2\CC(C)(C)Oc3ccc(O)cc32)cc1 | -2 | -6 | 1 | 80 | 88 | . | -2.5 | 19 | 18 | -1
CCN(CC)C(=O)Nc1cnc2ccccc2c1 | 0 | 3 | 2 | 95 | 74 | -14 | -1.3 | -57 | 8 | -18
COC(=O)c1ccc(-c2ccc(F)cc2)nc1C | -2 | -6 | 1 | 91 | 109 | . | 1.0 | -2 | 2 | -4
COc1ccc(C(=O)C(c2ccccc2)N2CCOCC2)cc1 (stereo not given) | -1 | -2 | -1 | 91 | 97 | -26 | -0.2 | -40 | 8 | -4
O=C(N/N=C(\c1ccccc1)c1cccnc1)C(O)(c1ccccc1)c1ccccc1 | . | -5 | 1 | 76 | 61 | 1 | -1.9 | -7 | 11 | -9
CC(=O)ON1C(C)(C)CC(OC(=O)c2ccccc2)CC1(C)C | -3 | 5 | 8 | 26 | 54 | . | -2.8 | -38 | 7 | 25
CCCCOC(=O)C(C#N)c1nc2ccccc2nc1N1CCOCC1 (stereo not given) | -1 | 4 | 6 | 86 | 84 | 26 | -0.2 | -38 | 4 | -13
O=c1[nH][nH]c(C(F)(F)F)c1C=Nc1cccc(Cl)c1 | 2 | -1 | 0 | 90 | 90 | -5 | 0.0 | -29 | 8 | -3
CCOC(=O)CSc1nc2ccccc2c(=O)n1C1CCCC1 | 0 | -10 | 12 | 92 | 102 | -12 | -1.7 | -8 | 6 | -5
Cc1cccc(NC(=O)c2ccc(S(=O)(=O)C(F)F)cc2)c1C | -10 | 8 | 4 | 101 | 87 | . | -0.8 | -15 | 36 | -6
CC1(C)NC(=O)N(CCCCOc2ccc3ccccc3c2Cl)C1=O | -1 | -9 | 3 | 86 | 80 | . | -1.9 | -43 | 26 | -7
CCOc1ccc(S(=O)(=O)N(C)CCO)cc1-c1nc2c(C(C)(C)C)nn(C)c2c(=O)[nH]1 | 0 | -22 | 1 | 87 | 83 | . | -2.1 | -29 | 6 | 3
COC(=O)[C@H](C)NC(=O)Nc1ccc(OC(F)(F)F)cc1 | -1 | -2 | 1 | 97 | 115 | 16 | 1.8 | 2 | 11 | -12
COC(=O)CSC1=C(C#N)C(c2ccc(F)cc2)CC(=O)N1 (stereo not given) | 0 | -3 | 4 | 81 | 88 | . | -1.1 | -21 | 11 | -2
Cc1ccc(C(=O)OCc2ccc3c(c2)OCO3)cc1S(=O)(=O)N1CCCCC1 | -3 | -16 | 17 | 89 | 75 | 3 | -1.7 | -40 | 4 | 0
COc1ccc(CCn2nnnc2C(C(C)C)N2CCN(c3ncccn3)CC2)cc1OC (stereo not given) | -1 | -2 | 3 | 117 | 95 | -9 | -3.4 | -51 | 54 | -11
O=C(CCN1CCCCC1)NCC1OCCc2ccccc21 (stereo not given) | -3 | 10 | 3 | 96 | 85 | 2 | -2.5 | -6 | 30 | -13
COc1ccc(OC)c(-n2c(SC)nnc2-c2c[nH]c3ccccc23)c1 | -1 | -11 | 9 | 80 | 85 | . | -4.0 | -39 | 11 | -3
CC(NC(=O)OCc1ccccc1)C(=O)NCC(=O)NC(Cc1ccc(OC(C)(C)C)cc1)C(=O)OC(C)(C)C (stereo not given) | -2 | -1 | 0 | 88 | 85 | . | -1.2 | -5 | 26 | -1
CCOC(=O)N1CCN(C(=O)C2CCN(Cc3nc(-c4ccccc4C)oc3C)CC2)CC1 | 0 | -10 | 5 | 80 | 78 | . | -2.8 | -46 | 53* | -8
COc1ccc(C(F)(F)F)cc1N/C=C\c1nnnn1-c1ccccc1 | . | -9 | 0 | 79 | 67 | -3 | 2.4 | -33 | 9 | -13
CCOC(=O)N1CCC(N(CCCOC)C(=O)Nc2cccc(OC)c2)CC1 | . | 8 | 1 | 98 | 100 | . | -0.7 | -30 | 19 | -3
CCc1ccc(Nc2nnc(SCC(=O)N(C)CC(=O)Nc3ccccc3CC)s2)cc1 | 1 | 8 | -1 | 67 | 63 | . | 1.2 | -39 | 9 | 2
Cc1ccnc(NS(=O)(=O)c2ccc(NC(=O)C34CC5CC(C)(CC(C)(C5)C3)C4)cc2)n1 | 0 | -1 | 0 | 93 | 87 | 9 | 1.5 | -31 | 1 | -5
COc1ccc(C(NC(=O)CC(C)C)NC(=O)CC(C)C)cc1OC | -1 | 10 | 2 | 100 | 93 | -10 | -2.1 | -25 | 12 | 0
O=c1c2c(nc3c(-c4ccccc4)c[nH]n13)CCC2 | . | 1 | -2 | 68 | 75 | -49 | -3.1 | -27 | 6 | -25
CCCN(CC(=O)Nc1ccc(Cl)cc1Cl)C(=O)/C=C/c1cc(OC)ccc1OC | 0 | -2 | 2 | 76 | 79 | . | 2.2 | -24 | 15 | -2
O=P(O)(CN1CCCCC1)CN1CCCCC1 | -1 | 6 | 6 | 94 | 99 | 7 | 0.3 | -31 | 18 | 6
CCOC(=O)c1cn(CC)c2ccc(S(=O)(=O)N3CC(C)CC(C)C3)cc2c1=O (stereo not given) | . | 8 | 1 | 76 | 83 | 7 | -4.1 | 6 | 4 | -32
Cc1ccc(NC(=O)c2cccc(OC(F)F)c2)c(OC(F)F)c1 | -5 | 7 | 2 | 91 | 94 | . | -2.3 | -26 | 17 | -5
